# Assay outcomes (PubChem)
# HT1080 viability: cytotoxicity in HT1080 fibrosarcoma cells, cell-based, fluorescence readout (AID 620). HT1080 viability, fluorescence; higher % means a stronger effect. one-dose cytotoxicity, % at 10 µM; EC50 in µM for titrated hits. actives 0.42% (n = 87,000); in the data active means cytotoxicity above about 50%;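 further: cells exposed to compound overnight then 4 h with Alamar Blue; 0% = vehicle DMSO and 100% = killing control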
# Numbers without * were called inactive. An excerpt, so the mix of outcomes need not match the whole.
SMILES | HT1080 viability
O=C1Nc2cc(Cl)c(Cl)cc2N(O)N1c1ccc(Cl)cc1 | -0.6%
CCN(CC)c1ncn(Cc2c(Cl)cccc2Cl)c2ncnc1-2 | -16.8%
O=C1N(Nc2ccccc2)C(c2ccc(Br)cc2)C12CCCCC2 (configuration not stated) | 1.1%
O=C(C(c1ccccc1)c1ccccc1)N1CCN(Cc2ccc(Br)cc2)CC1 | -0.5%
O=C(CC(Nc1ccc(Cl)cc1)C(=O)O)c1ccccc1 (configuration not stated) | 0.3%
Cn1c(=O)oc2cc(S(=O)(=O)N3CCN(c4ccc(F)cc4)CC3)ccc21 | 4.0%
CCN1CCN(CCn2c(=S)[nH]c3cc4c(cc3c2=O)OCO4)CC1 | -2.2%
Cc1ccc(C2(C(F)(F)F)N=C3Sc4cc(C)cc(C)c4N3C(=O)N2)cc1 (configuration not stated) | 5.0%
CCOC(=O)CSc1nc2ccc(Nc3nc(N4CCOCC4)nc(N4CCOCC4)n3)cc2s1 | 3.1%
CC(=O)Nc1ccc(NS(=O)(=O)c2ccc3ccccc3c2)cc1 | 27.2%
CC(C(=O)OCC(=O)Nc1ncc(Cl)cc1Cl)N1C(=O)c2ccccc2C1=O (configuration not stated) | -9.5%
COc1cccc(NC(=O)Cn2c(=O)c3c(ncn3Cc3ccccc3)n(Cc3ccccc3)c2=O)c1 | 13.1%
Cc1sc(NC(=O)c2ccco2)c(C(c2cccnc2)N2CCCC2)c1C (configuration not stated) | -9.7%
COc1ccc(C(=O)N2CCc3ccccc32)cc1 | -9.9%
Cc1cc(NC(=O)CSc2nc3c(sc4ccccc43)c(=O)n2CCCN2CCOCC2)n[nH]1 | 15.2%
CCCCCOc1ccc(C(=O)C(c2ccccc2)N2CCOCC2)cc1 (configuration not stated) | -2.0%
CCC(C(=O)O/N=C(\N)c1ccccc1)c1ccccc1 (configuration not stated) | -7.9%
O=C(Nc1ccccc1C(=O)O)c1ccccc1 | 2.3%
O=C(c1cccc(S(=O)(=O)N2CCCCC2)c1)N1CCN(S(=O)(=O)c2ccc(F)cc2)CC1 | 22.1%
CCOc1cc(-c2cn(S(=O)(=O)c3cccc4nsnc34)nc2N)cc(OCC)c1OCC | -3.2%

# Looked up above.
# Entry for `CCCCCOc1ccc(C(=O)C(c2ccccc2)N2CCOCC2)cc1` (configuration not stated) in HT1080 viability: -2.0%
# Entry for `Cc1cc(NC(=O)CSc2nc3c(sc4ccccc43)c(=O)n2CCCN2CCOCC2)n[nH]1` in HT1080 viability: 15.2%

# (more compounds)
SMILES | HT1080 viability
COc1cccc2c1OCC1COc3c(c(=O)n(C)c(=O)n3C)C21 (configuration not stated) | 5.1%
CCN(CC)S(=O)(=O)c1cccc(NC(=O)c2cc3ccccc3o2)c1 | 5.5%
CCc1nc(C)cn1S(=O)(=O)c1cc(Cl)c(OC)cc1Cl | -6.4%
Cc1nc(SCC(=O)N(C)C2CCCCC2)[nH]c(=O)c1Cc1ccccc1 | -16.6%
CCOC(=O)C1=C(C)N(CCCC(=O)O)C(=O)NC1c1ccccc1OS(=O)(=O)c1ccc2ccccc2c1 (configuration not stated) | -24.9%
Nc1c(C(=O)NCCc2ccccc2)nnn1Cc1ccc(Cl)cc1 | -4.9%
CNc1cc([N+](=O)[O-])ccc1N/C=C/C(=O)c1cccs1 | -13.5%
COC(=O)c1cccc(NC(=O)Cc2ccc(OC)cc2)c1C | 2.4%
O=C(Nc1ccccc1)Nc1cccc(Cl)c1 | 13.2%
COC(=O)c1ccc(NC(=O)c2cc3sccc3n2C)cc1 | -9.5%
CCOC(=O)c1cc(OC(=O)c2ccccc2Br)n(-c2ccccc2)n1 | -2.5%
CCOC(=O)c1cnc(SC)nc1N | -9.7%
COC(=O)C1CCN(S(=O)(=O)c2ccc(OC)cc2)CC1 | -2.0%
CCNC(=O)c1c(NC(=O)C2COc3ccccc3O2)sc2c1CCCC2 (configuration not stated) | 2.4%
Clc1ccc(-c2csc(NNC3=NCCCCC3)n2)cc1 | -1.6%
CCCn1c(NCc2ccccn2)nc2ccccc21 | -1.1%
COc1cccc(CN(CC(=O)NCC2CCCO2)C(=O)CNS(=O)(=O)c2ccccc2)c1 (configuration not stated) | 1.1%
CCN(CC)C(=O)C1=C(C)Nc2nc3ccccc3n2C1c1cccc(OC)c1 (configuration not stated) | -4.4%
Clc1ccc(/C=N/Nc2nnc(-c3ncc[nH]3)c3ccccc23)cc1 | 26.3%
Cc1ccc(SCc2c(-c3ccccc3)nn(C)c2Cl)cc1 | -7.1%
O=C(OCc1ccccc1)c1cn(-c2ccccc2)nc1-c1ccncc1 | 6.9%
CC(=O)C1=C(O)C(=O)N(c2ccc(C)cc2)C1c1ccccn1 (configuration not stated) | 26.8%
CSc1n[nH]c(NCc2ccc(Cl)cc2)n1 | -1.4%
O=C(c1ccc(CN2CCOCC2)cc1)N1CCN(c2ccccc2F)CC1 | -28.4%
O=C1Nc2cc(Cl)c(Cl)cc2N(O)N1c1ccc(Cl)c(Cl)c1 | 6.8%
COc1ccc(N2C(=O)CC(SCC(=O)O)C2=O)cc1 (configuration not stated) | -2.9%
Cc1cc(O)cc(O)c1C(=O)Cc1cnn(-c2ccccc2)c1 | -8.1%
CCC(=O)c1ccc(OC(=O)c2cccs2)cc1 | -18.7%
N#Cc1ccc(NC(=O)COC(=O)CNC(=O)C2CCCCC2)cc1 | -8.0%
COC(CNC(=O)c1ccc2c(c1)nc(C)n2-c1ccc(F)c(F)c1)OC | -20.6%
COC(=O)Cn1cccc1C(=O)c1ccccc1 | -16.8%
CC(C)Cn1c(-c2ccccc2)nc2ccccc2c1=O | -17.0%
Cc1ccc(S(=O)(=O)N2CCN(S(=O)(=O)c3ccccc3)C2c2ccc(N(C)C)cc2)cc1 (configuration not stated) | 11.4%
COc1ccc(C2OC34CCCCC3C(C#N)(C#N)C2(C#N)C(=N)O4)cc1 (configuration not stated) | -3.3%
O=C(CCSCc1ccccc1Cl)N1CCN(c2cccc(Cl)c2)CC1 | 8.6%
O=C(CSc1nnnn1C1CCCC1)NCc1ccccc1 | -9.6%
Cc1ccc(C)c(-n2ccnc2SCC(=O)O)c1 | 8.3%
OCCn1c(SCCOc2ccccc2)nc2ccccc21 | -10.8%
COc1ccc(CCNC(=O)CSc2nc3c(c(=O)n(C)c(=O)n3C)n2C)cc1OC | -4.4%
FC(F)(F)c1nnc2ccc(N3CCCC3)nn12 | -2.9%

# Entries shown so far containing a thiophene ring, fused or not, in the order listed:
SMILES | HT1080 viability
Cc1sc(NC(=O)c2ccco2)c(C(c2cccnc2)N2CCCC2)c1C (configuration not stated) | -9.7%
Cc1cc(NC(=O)CSc2nc3c(sc4ccccc43)c(=O)n2CCCN2CCOCC2)n[nH]1 | 15.2%
CNc1cc([N+](=O)[O-])ccc1N/C=C/C(=O)c1cccs1 | -13.5%
COC(=O)c1ccc(NC(=O)c2cc3sccc3n2C)cc1 | -9.5%
CCNC(=O)c1c(NC(=O)C2COc3ccccc3O2)sc2c1CCCC2 (configuration not stated) | 2.4%
CCC(=O)c1ccc(OC(=O)c2cccs2)cc1 | -18.7%

# Of the compounds above, two have a cyano group.
SMILES | HT1080 viability
N#Cc1ccc(NC(=O)COC(=O)CNC(=O)C2CCCCC2)cc1 | -8.0%
COc1ccc(C2OC34CCCCC3C(C#N)(C#N)C2(C#N)C(=N)O4)cc1 (configuration not stated) | -3.3%

# (cont.)
SMILES | HT1080 viability
Cc1ccc(O)c(C2=NOC(O)(C(F)(F)F)C2)c1 (configuration not stated) | 14.2%
CCOC(=O)CN1C(=O)C(O)(CC(=O)c2ccc3c(c2)CCCC3)c2ccccc21 (configuration not stated) | -63.1%
CCOC(=O)C(CC)(CC)/C(C)=N/NC(=O)CC#N | 19.2%
CCOc1ccc(-c2nnn(CC#N)n2)cc1OC | -3.9%
NNC(=O)c1cnn(Cc2ccccc2)c1N | 4.9%
CCCOC(=O)c1[nH]c2c(c1C)C(=O)CC(c1cccs1)C2 (configuration not stated) | 66.7%*
CC(C)CCn1c(Oc2ccc(Cl)cc2)nc2c1c(=O)n(C)c(=O)n2C | -6.6%
CCn1nnnc1SCC(=O)NC1CCCC1 | -7.3%
Cc1ccc(OCC(=O)Nn2cnc3ccccc32)cc1 | -9.6%
Cc1ccc(S(=O)(=O)N(CCC(=O)O)Cc2ccc(Cl)cc2)cc1 | 0.1%
COc1ccccc1/C=C/C1(C(=O)NC2CCCC2)CC(=O)N1c1ccc(F)cc1 (configuration not stated) | 0.8%
Cc1cccc(NC(=O)/C(=C\c2ccco2)NC(=O)c2ccccc2)c1 | -10.7%
CCOc1ccccc1NC(=O)C(CC(C)C)NC(=O)C1CCCCC1 (configuration not stated) | -8.9%
Cc1ccc(CNC(=O)c2csc3c2CCCCC3)cc1 | -6.7%
Clc1ccc(/C=N/Nc2nn[nH]n2)cc1 | 6.9%
CCn1c(NC(C)=O)nc2ccccc21 | -0.8%
O=C1C=C(Nc2ccc(Cl)cc2)CC(c2ccco2)C1 (configuration not stated) | 7.1%
COc1ccc(C=O)cc1CSc1nnc(COc2cccc3cccnc23)o1 | -6.7%
Cc1cc(C(=O)COC(=O)C2=NNC(=O)CC2)c(C)n1-c1cccc(C(F)(F)F)c1 | -7.6%
O=C(NC1CCCC1)C1CCN(c2nccs2)CC1 | -1.1%
CC1CCN(C(=O)CN(c2ccc(Oc3ccccc3)cc2)S(C)(=O)=O)CC1 | 1.0%
COc1ccc(-c2cc(C)nc3nc(N)nn23)cc1 | -10.6%
CC1=C(C(=O)OC(C)C)C(c2ccc(Br)s2)NC(=O)N1 (configuration not stated) | 4.4%
CC(=C/c1ccco1)/C=N/N1CCN(c2ccccc2)CC1 | -14.7%
CCS(=O)(=O)N1CCN(c2ccccn2)CC1 | 5.5%
COc1cccc(/C(O)=C2/C(=O)C(=O)N(CCCN3CCOCC3)C2c2ccncc2)c1 (configuration not stated) | -9.6%
Oc1cccc2ccc(/C=C/c3cccs3)nc12 | -4.4%
O=C(CN1C2CCCC1CC(NC(=O)c1ccco1)C2)Nc1ccccc1 (configuration not stated) | -11.3%
Cc1cc(N2CCN(C)CC2)nc2ccc(NC(=O)c3cccnc3Cl)cc12 | -5.9%
Cc1ccc(O)c(C2=Nc3ccccc3N=C(c3ccco3)C2)c1 | 17.0%
Cc1nc2ccccc2n2c(-c3ccccc3)c3c(=O)n(C)c(=O)n(C)c3c12 | 1.9%
NC(=O)c1cc2ccccc2oc1=NCc1ccccc1 | 8.4%
Cc1ccc(C)c(NC(=O)CSc2nc(C)cc(C)c2C#N)c1 | 11.7%
COC(=O)c1cccc(S(=O)(=O)N2CCC(c3nc4ccccc4o3)CC2)c1 | -3.3%
COC(=O)c1ccc(C(NC(=O)OCc2ccccc2)/C(=C/[C@@H](C)C(=O)Nc2ccccc2)c2cccnc2)cc1 (some centres not stated) | -29.5%
O=C(O)CCS(=O)(=O)Cc1ccccc1Cl | -1.7%
O=C(Oc1ccc(N(Cc2cccs2)C2=NS(=O)(=O)c3ccccc32)cc1)c1ccc(Cl)cc1 | 16.1%
CCOC(=O)N/N=C(\C)c1ccc(Br)cc1 | 8.6%
Cc1ccc(S(=O)(=O)NCC(=O)OCC(=O)NC(=O)c2cccn2C)cc1 | -8.4%
CCOC(=O)/C(C#N)=C\c1c(C)cc(C)c(COC(C)=O)c1C | -15.2%
CCCCCCN(C(=O)CCCCCN1C(=O)NC(c2ccc(-c3ccccc3)cc2)C(C(=O)OCc2ccccc2)=C1C)C(C(=O)NCCCC)c1ccc(OCC(=O)OC)c(C(=O)OC)c1 (configuration not stated) | -5.8%
O=c1c2cc(N3CCOCC3)ccc2[nH]c(=S)n1Cc1ccc(Cl)cc1 | 7.9%
O=C(OCCCN=C1NS(=O)(=O)c2ccccc21)c1ccc(F)cc1 | -2.7%
Cc1cc(Cl)ccc1OCCCC(=O)N1CCCCC1 | -9.9%
O=C(Cn1nnc2ccccc21)OCC(=O)c1ccc(Cl)c(Cl)c1 | 19.2%
COc1cccc(-c2[nH]nc3c2C(c2ccc(C)o2)C(C#N)=C(N)O3)c1 (configuration not stated) | -3.5%
CN(CC(=O)OCC(=O)NC(=O)c1cccn1C)S(=O)(=O)c1ccc(Cl)cc1 | 0.6%
CC(C)OC(=O)c1cn(-c2ccccc2)nc1-c1ccc2c(c1)OCCO2 | -21.6%
Cc1nnc(SCC(=O)N2CCCc3ccccc32)[nH]c1=O | -3.6%
CC(=O)NC1=NN(C(C)=O)C(C)(CS(=O)(=O)c2ccc(C)c(C)c2)S1 (configuration not stated) | 1.8%
COc1ccc(NS(=O)(=O)Cc2ccccc2)cc1OC | -4.8%
Cc1cc(=O)oc(C)c1C(=O)N1CCCCC1 | -6.5%
Cc1ccc(-n2cc3ccc([N+](=O)[O-])cc3n2)cc1 | 22.4%
COc1ccc(C2N(S(=O)(=O)c3ccc(C)cc3)CCN2S(=O)(=O)c2ccc(C)cc2)cc1 | -0.8%
Cc1ccc2nc(C)c(Cl)c(=O)n2c1 | -3.8%
Cc1ccc(Oc2ccc(Oc3ccc(C)cc3)nn2)cc1 | 12.4%
CCOC(=O)c1c(C)[nH]c(C(=O)COC(=O)c2oc3ccccc3c2C)c1C | -4.9%
CCn1c(NCc2ccccc2Cl)nc2ccccc21 | -5.8%
CC(=O)Nc1ccc(NC(=O)CN(c2cccc(C)c2)S(C)(=O)=O)cc1 | -2.1%
O=C(O)Cc1ccc(C(=O)c2ccc(F)cc2)s1 | 0.8%

# Next section
SMILES | HT1080 viability
C[C@@H](C(=O)Nc1ccc2ccccc2c1)[C@@H]1C[C@@]1(C)[C@@H](NC(=O)c1ccncc1Cl)c1ccccc1 | -15.3%
CC(=O)Nc1ccc(S(=O)(=O)N2CCN(CCCOc3ccccc3Cl)CC2)cc1 | 0.8%
COc1ccc(-c2oc(NC(C)=O)c(C#N)c2-c2ccc(OC)cc2)cc1 | -8.1%
Cc1ccc(-c2cn(-c3ccccc3)c3[n+]2CCCS3)cc1 | -14.3%
COC(=O)[C@@H]1C[C@@]2(O)[C@@H](O)[C@@H](O)[C@@H](O)C[C@H]2N1CC1CC1 | -6.1%
COc1ccc(C(CC(=O)O)NC(=O)Cc2ccccc2)cc1OC (configuration not stated) | 8.4%
